Compound activity: PubChem BioAssay, several laboratories
HUVEC tox IL1B = toxic to HUVEC cells under IL-1B stimulation | HUVEC cell count loss, Hoechst imaging, IL-1B stimulated | cell count reduction, % at 2 µM | actives 0.41% (n = 94,000);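 active = cell count reduction more than 3 SD above the screen-wide mean, cut at about 70% in these data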;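 also: normalized per plate to untreated control cells as the no-loss baseline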
cytoskel mod = modifiers of cytoskeleton assembly; actives 0.18% (n = 91,000); inhibition, % at 2 µM; AID 836; HUVEC TNFa F-actin phalloidin imaging, high content;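 active = inhibition above the batch mean plus 3 SD and confirmed as a hit by visual image inspection, cut at about 30% in these data, passing the limit was not always enough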; also: strong numbers were not always called active
PTPN22 inh 2 = inhibitors of human LYP (PTPN22) phosphatase | recombinant LYP catalytic domain, DiFMUP fluorescence | inhibition, % at 2 µM | Q9Y2R2 | actives 0.21% (n = 96,000);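 active = inhibition at 2 µM at or above a set limit, the screen mean plus 3 SD, cut at about 24% in these data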;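 also: 0% = DMSO with enzyme and 100% = enzyme fully blocked by orthovanadate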
Target sequence (Q9Y2R2 whole entry, looked up, the tested form may be a part): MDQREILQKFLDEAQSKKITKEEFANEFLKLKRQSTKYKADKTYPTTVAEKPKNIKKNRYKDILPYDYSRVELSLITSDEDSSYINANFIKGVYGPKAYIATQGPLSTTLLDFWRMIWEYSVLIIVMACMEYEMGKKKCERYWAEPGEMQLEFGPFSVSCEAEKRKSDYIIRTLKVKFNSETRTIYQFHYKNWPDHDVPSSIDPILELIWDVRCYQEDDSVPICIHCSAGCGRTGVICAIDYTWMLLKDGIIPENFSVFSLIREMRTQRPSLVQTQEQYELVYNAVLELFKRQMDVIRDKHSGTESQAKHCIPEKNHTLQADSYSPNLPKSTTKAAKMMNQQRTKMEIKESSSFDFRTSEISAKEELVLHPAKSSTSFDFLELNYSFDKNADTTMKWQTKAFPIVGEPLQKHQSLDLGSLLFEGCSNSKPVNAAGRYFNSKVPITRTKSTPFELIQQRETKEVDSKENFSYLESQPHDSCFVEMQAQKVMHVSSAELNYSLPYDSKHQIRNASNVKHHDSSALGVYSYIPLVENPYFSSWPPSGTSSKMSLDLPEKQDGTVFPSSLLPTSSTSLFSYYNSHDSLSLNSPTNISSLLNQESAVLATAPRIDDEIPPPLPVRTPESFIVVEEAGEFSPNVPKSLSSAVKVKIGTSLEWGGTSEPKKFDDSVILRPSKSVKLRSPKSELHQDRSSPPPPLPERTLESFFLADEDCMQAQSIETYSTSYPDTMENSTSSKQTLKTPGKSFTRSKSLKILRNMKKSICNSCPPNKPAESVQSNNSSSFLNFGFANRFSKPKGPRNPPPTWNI
TNFa cytotox = toxic to HUVEC cells under TNF alpha stimulation. HUVEC TNFalpha-stimulated, Hoechst cell count, imaging. cell count reduction, % at 2 µM. actives 0.17% (n = 93,000). AID 848;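 active = cell count reduction exceeding the screen mean by over 5 SD, scaled to untreated wells per plate, cut at about 78% in these data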;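 also: cells counted after 24 h of TNF alpha exposure following the 1 h pretreatment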
Pyk2 oligo antag = Pyk2 (human) oligomerization antagonism; z-score (the deposit names both 25 µM and 10 µM); Q293 cells, Pyk2 FERM NanoBiT luminescence; stronger effect = lower value; actives 0.83% (n = 99,000); AID 1347419;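 active = Z-score of -3 or lower, scaled per plate to the spread of control and sample wells; inactive = z-score above -3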;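 also: negative z-score means lost luminescence so less FERM oligomerization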
VCAM1 TNFa inh = reduces TNF alpha induced VCAM1 expression in HUVEC; inhibition, % at 2 µM; actives 0.48% (n = 95,000); HUVEC TNFa-induced VCAM-1 immunofluorescence, high-content imaging;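 active = inhibition above the batch mean plus 3 SD, with images confirmed as a hit by eye, cut at about 37% in these data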;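 also: 0% = TNF-stimulated DMSO wells and 100% = unstimulated control wells; not every result past the cut was called active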
PTPN22 act = increases human PTPN22 phosphatase activity. actives 0.11% (n = 96,000). recombinant LYP, DiFMUP fluorescence; 0 = plate median, 100 = signal doubled. activation, % at 2 µM;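 active = activation at 2 µM above a set limit, the mean plus 5 SD, cut at about 37% in these data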
ERa coact inh = ER-alpha (human) coactivator binding inhibition | P03372 | TR-FRET ER-alpha LBD / SRC-1 peptide, estradiol-bound | inhibition, % at 25.6 µM | actives 1.7% (n = 86,000); in the data active = inhibition above about 50%;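 also: 0% = receptor plus peptide control and 100% = peptide only without receptor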
FAK inh = blocks human focal adhesion kinase activity; inhibition, %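 (tested at 7 µM)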; biochemical FAK kinase activity assay; actives 0.84% (n = 97,000); in the data active = inhibition above about 19%;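 also: 0% = DMSO and 100% = reference compound high control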
* = called active by the depositor; [ ] = dose if it differs, or a comment. Compounds as they come, and some 3.8% of all compounds hit somewhere here.

Screening COc1ccc(CC(=O)Nc2nc3n(n2)C(c2ccccc2)CC(=O)N3)cc1OC (configuration not stated) returned HUVEC tox IL1B -56.6, cytoskel mod -6.5, PTPN22 inh 2 -3.4, TNFa cytotox -13.0, Pyk2 oligo antag 0.03, VCAM1 TNFa inh -12.2, PTPN22 act 2.1, ERa coact inh -10.1 and FAK inh -3.9.
Cc1ccc(C)c(NC(=O)C2CC(O)CN2C(=O)OCc2ccccc2)c1 (configuration not stated) was read as HUVEC tox IL1B -15.1, cytoskel mod 3.6, PTPN22 inh 2 -0.7, TNFa cytotox -3.2, Pyk2 oligo antag 0.21, VCAM1 TNFa inh -1.5, PTPN22 act -0.8, ERa coact inh -2.9 and FAK inh 1.7.
`CS(=O)(=O)N1CCCC(C(=O)NCc2ccc(F)cc2Cl)C1` (configuration not stated) gave HUVEC tox IL1B 1.9, cytoskel mod -3.5, PTPN22 inh 2 6.4, TNFa cytotox -25.2, Pyk2 oligo antag 0.24, VCAM1 TNFa inh 7.3, PTPN22 act -5.8, ERa coact inh -1.6 and FAK inh -0.3.
Cc1ccc(S(=O)(=O)N(Cc2ccccc2)Cc2ccco2)cc1 was read as HUVEC tox IL1B -2.5, PTPN22 inh 2 -1.6, TNFa cytotox -11.4, Pyk2 oligo antag -0.84, VCAM1 TNFa inh 7.8, PTPN22 act 1.2, ERa coact inh -2.9[fluorescence artefact?] and FAK inh 1.7.
Screening NC(=O)Nn1c(CCC(=O)O)ccc1-c1ccc(Br)cc1 returned HUVEC tox IL1B 14.4, cytoskel mod -11.8, PTPN22 inh 2 0.2, TNFa cytotox 10.6, Pyk2 oligo antag 0.37, VCAM1 TNFa inh 32.6, PTPN22 act 0.4, ERa coact inh -3.5 and FAK inh -0.5.
CCCCN(C(=O)CN1C(=O)C2CC=CCC2C1=O)c1c(N)n(CCC)c(=O)[nH]c1=O (configuration not stated) was read as HUVEC tox IL1B 16.2, cytoskel mod 20.3, PTPN22 inh 2 -5.3, TNFa cytotox -42.6, Pyk2 oligo antag 0.57, VCAM1 TNFa inh 12.5, PTPN22 act 4.6 and FAK inh 2.0.
For COc1ccc(/C=C(/C#N)C(=O)NC2CCCCC2)cc1Br the results were HUVEC tox IL1B 7.5, cytoskel mod 4.5, PTPN22 inh 2 11.2, TNFa cytotox -10.1, Pyk2 oligo antag -0.02, VCAM1 TNFa inh 4.1, PTPN22 act -7.5 and FAK inh 1.5.
`CCC(=O)Nc1ccc(NC(=O)CSc2nnnn2-c2cccnc2)cc1C` gave HUVEC tox IL1B -62.1, cytoskel mod 8.9, PTPN22 inh 2 6.7, TNFa cytotox 2.4, Pyk2 oligo antag 1.56, VCAM1 TNFa inh 12.9, PTPN22 act -4.4 and FAK inh -3.1.
Screening CC1Cc2ccccc2N1C(=O)CSc1nc2ccccc2n1CC(=O)N1CCOCC1 (configuration not stated) returned HUVEC tox IL1B 26.8, cytoskel mod -12.9, PTPN22 inh 2 8.5, TNFa cytotox -19.1, Pyk2 oligo antag 3.37, VCAM1 TNFa inh -8.8, PTPN22 act -5.6, ERa coact inh 0.6[fluorescence artefact?] and FAK inh 3.8.
Screening O=C(/C=C/c1ccco1)Nc1cccc(-c2nc3ccccc3[nH]2)c1 returned HUVEC tox IL1B 2.3, cytoskel mod -0.1, PTPN22 inh 2 2.4, TNFa cytotox -20.0, Pyk2 oligo antag -0.45, VCAM1 TNFa inh 9.8, PTPN22 act 1.2 and FAK inh 1.2.
For O=C(CSc1nc(N2CCCCC2)nc(N2CCCCC2)n1)N1CCc2ccccc21 the results were HUVEC tox IL1B -0.7, cytoskel mod 15.2, PTPN22 inh 2 1.2, TNFa cytotox -14.0, VCAM1 TNFa inh 29.7, PTPN22 act -1.0, ERa coact inh -1.0 and FAK inh -1.1.
Screening CCNC(=O)CSc1nnc(C2CC2)n1-c1ccccc1 returned HUVEC tox IL1B 22.4, cytoskel mod 11.6, PTPN22 inh 2 -6.8, TNFa cytotox -10.6, Pyk2 oligo antag 0.54, VCAM1 TNFa inh 5.8, PTPN22 act 3.2, ERa coact inh -4.1 and FAK inh 3.4.
Screening CCCC1(c2ccccc2)NC(=O)N(CC(=O)Nc2sc(-c3ccccc3)cc2C(=O)OCC)C1=O (configuration not stated) returned HUVEC tox IL1B -11.0, cytoskel mod -12.1, PTPN22 inh 2 -10.9, TNFa cytotox 4.7, Pyk2 oligo antag -1.18, VCAM1 TNFa inh 11.8, PTPN22 act 12.8, ERa coact inh 6.7[fluorescence artefact?] and FAK inh -0.1.
`O=C(c1ccccn1)N(CC1CCCO1)C1(C(=O)NC2CCCCC2)CCCCC1` (configuration not stated) gave HUVEC tox IL1B 13.0, cytoskel mod -18.2, PTPN22 inh 2 -2.7, TNFa cytotox 19.7, Pyk2 oligo antag 0.38, VCAM1 TNFa inh 0.5, PTPN22 act 3.0, ERa coact inh -25.7 and FAK inh -3.1.
O=C(NCCCN1CCOCC1)c1cc2ccccc2o1 was read as HUVEC tox IL1B -11.4, cytoskel mod 6.1, PTPN22 inh 2 -2.5, TNFa cytotox -12.6, Pyk2 oligo antag 0.32, VCAM1 TNFa inh -7.4, PTPN22 act 0.9 and FAK inh 2.2.
Oc1ccccc1C=NC1=NN(c2cccc(C(F)(F)F)c2)CC1 was read as HUVEC tox IL1B 0.5, cytoskel mod 11.1, PTPN22 inh 2 -2.0, TNFa cytotox 0.4, Pyk2 oligo antag -0.68, VCAM1 TNFa inh -9.8, PTPN22 act 2.5, ERa coact inh -8.9 and FAK inh -2.7.
`O=S(=O)(CCN1CCN(C(c2ccccc2)c2ccccc2)CC1)C(F)(F)F` gave HUVEC tox IL1B 1.5, PTPN22 inh 2 8.1, TNFa cytotox -14.2, Pyk2 oligo antag 0.1, VCAM1 TNFa inh 1.1, PTPN22 act -8.5, ERa coact inh 5.5 and FAK inh -3.5.
COc1ccc(NC(=S)NC(NC(=O)c2cccc3ccccc23)C(Cl)(Cl)Cl)c([N+](=O)[O-])c1 (configuration not stated) was read as cytoskel mod 13.1, PTPN22 inh 2 7.7, TNFa cytotox -10.3, Pyk2 oligo antag -0.8, VCAM1 TNFa inh 15.9, PTPN22 act -7.3, ERa coact inh -7.4 and FAK inh 1.7.
Screening CCOC(=O)Cn1c(=O)oc2cc(S(=O)(=O)N(C)Cc3ccco3)ccc21 returned HUVEC tox IL1B -16.7, cytoskel mod -5.2, PTPN22 inh 2 2.0, TNFa cytotox -5.5, VCAM1 TNFa inh 2.4, PTPN22 act -2.5, ERa coact inh 0.9 and FAK inh -4.0.
COC(=O)c1ccc(COc2ccc3c(C)c(C)c(=O)oc3c2C)o1 was read as HUVEC tox IL1B -21.9, cytoskel mod -16.2, PTPN22 inh 2 -16.1, TNFa cytotox -18.2, VCAM1 TNFa inh -10.5, PTPN22 act 15.4, ERa coact inh 7.1[fluorescence artefact?] and FAK inh 0.5.
CCOC(=O)CC(=O)CSc1nnc2c(n1)[nH]c1ccccc12 was read as HUVEC tox IL1B -8.4, cytoskel mod -20.4, PTPN22 inh 2 7.5, TNFa cytotox 6.2, Pyk2 oligo antag 0.43, VCAM1 TNFa inh -17.8, PTPN22 act -8.2, ERa coact inh 2.5 and FAK inh 1.8.
`CCCC1=C(C(=O)OCC)C(c2ccc(O)cc2)n2ncnc2N1` (configuration not stated) gave HUVEC tox IL1B -24.3, cytoskel mod 14.2, PTPN22 inh 2 6.0, TNFa cytotox -11.9, Pyk2 oligo antag -1.54, VCAM1 TNFa inh 15.7, PTPN22 act -3.6, ERa coact inh -4.0 and FAK inh 5.4.
Screening Cc1cc(C(=O)NCCC2=CCCCC2)c(C)o1 returned HUVEC tox IL1B -63.4, cytoskel mod 9.3, PTPN22 inh 2 -4.9, TNFa cytotox -15.3, Pyk2 oligo antag 0.17, VCAM1 TNFa inh -8.2, PTPN22 act 6.7, ERa coact inh -12.0[fluorescence artefact?] and FAK inh 0.6.
For Cc1cc(=O)[nH]c(Nc2cccc(C(F)(F)F)c2)n1 the results were HUVEC tox IL1B 7.9, cytoskel mod 2.2, PTPN22 inh 2 6.8, TNFa cytotox 21.1, Pyk2 oligo antag -1.4, VCAM1 TNFa inh -4.5, PTPN22 act -8.2, ERa coact inh -3.8 and FAK inh 0.2.
Screening c1ccc(Cn2c(-c3cccs3)nc3nc4ccccc4nc32)cc1 returned HUVEC tox IL1B -29.9, cytoskel mod 6.6, PTPN22 inh 2 5.5, TNFa cytotox -14.5, VCAM1 TNFa inh -0.1, PTPN22 act -7.4, ERa coact inh 33.8 and FAK inh 1.5.
Screening Cc1ccc(C=C2C(=O)c3ccccc3C2=O)s1 returned HUVEC tox IL1B 4.3, cytoskel mod -3.3, PTPN22 inh 2 -0.6, TNFa cytotox 9.0, Pyk2 oligo antag 0.09, VCAM1 TNFa inh 30.6, PTPN22 act 3.6 and FAK inh 3.1.
Screening O=C(NCc1cccnc1)c1ccc(Cl)cc1[N+](=O)[O-] returned HUVEC tox IL1B -17.5, cytoskel mod -43.3, PTPN22 inh 2 9.8, TNFa cytotox 7.2, Pyk2 oligo antag -0.4, VCAM1 TNFa inh -0.4, PTPN22 act -4.9 and FAK inh -0.7.
Screening CCn1c(=O)n(CC(=O)NC2CCCC(C)C2C)c(=O)c2ccccc21 (configuration not stated) returned HUVEC tox IL1B -3.1, cytoskel mod 17.5, PTPN22 inh 2 4.4, TNFa cytotox -53.8, Pyk2 oligo antag -0.18, VCAM1 TNFa inh -45.6, PTPN22 act -6.1, ERa coact inh 9.1 and FAK inh -5.1.
Screening COC(=O)C1=C(C)N=c2s/c(=C/c3cccs3)c(=O)n2C1c1cccs1 (configuration not stated) returned HUVEC tox IL1B -55.2, cytoskel mod -15.4, PTPN22 inh 2 1.3, TNFa cytotox -31.6, Pyk2 oligo antag -0.75, VCAM1 TNFa inh -5.2, PTPN22 act -3.6, ERa coact inh 0.9 and FAK inh 3.7.
Screening CCC(C)Nc1nc2c(c(=O)n(C)c(=O)n2C)n1Cc1ccc(F)cc1 (configuration not stated) returned HUVEC tox IL1B 6.7, cytoskel mod -18.9, PTPN22 inh 2 17.7, TNFa cytotox -0.8, Pyk2 oligo antag -0.63, VCAM1 TNFa inh 19.2, PTPN22 act -14.9, ERa coact inh 4.4[fluorescence artefact?] and FAK inh 1.4.
For O=C(NCc1cccs1)c1cccc(N2CCCC2=O)c1 the results were HUVEC tox IL1B -6.3, cytoskel mod 14.4, PTPN22 inh 2 8.1, TNFa cytotox -19.1, Pyk2 oligo antag 1.08, VCAM1 TNFa inh 4.7, PTPN22 act -11.2, ERa coact inh -4.9 and FAK inh -3.0.
For COc1ccc(-c2nnn(CC(=O)c3ccccc3)n2)cc1OC the results were HUVEC tox IL1B -41.4, cytoskel mod 7.3, PTPN22 inh 2 3.4, TNFa cytotox -46.3, Pyk2 oligo antag 0.88, VCAM1 TNFa inh 5.8, PTPN22 act -2.8, ERa coact inh 10.7 and FAK inh -2.4.
O=C(O)c1cccc(N2C(=O)C3CC=C(Cl)CC3C2=O)c1 (configuration not stated) was read as HUVEC tox IL1B -13.8, cytoskel mod 4.4, PTPN22 inh 2 -3.6, TNFa cytotox -26.3, VCAM1 TNFa inh 13.6, PTPN22 act 2.1, ERa coact inh 3.3 and FAK inh 5.0.
Screening O=C(NCc1ccccc1)c1ccc(Oc2ccc(C(=O)NCc3ccccc3)cc2)cc1 returned HUVEC tox IL1B 6.5, PTPN22 inh 2 2.3, TNFa cytotox -37.6, Pyk2 oligo antag 2.3, VCAM1 TNFa inh -8.1, PTPN22 act 1.0, ERa coact inh 2.5 and FAK inh 1.6.
